PglD inh: PglD (C. jejuni) enzyme inhibition | purified PglD enzyme, DTNB colorimetric CoA detection | inhibition, % at 12.5 µM | 360,000 compounds, 0.098% hits | AID 602405; in the data active = inhibition above about 16%, passing the limit was not always enough; inconclusive = no clear call, values can overlap the other calls; note: strong numbers were not always called active
ERp5 block: ERp5 (human) disulfide isomerase inhibition; Q15084; ERp5 insulin aggregation, absorbance 650 nm, 90 min; inhibition, % at 9.99 µM; 350,000 compounds, 0.05% hits; AID 651711;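 active = mean replicate inhibition above about 25%, with every replicate also reaching it, limit read from the data, passing the limit was not always enough; inconclusive = only one of those two criteria met; inactive = neither criterion met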
Target sequence (Q15084 whole entry, looked up): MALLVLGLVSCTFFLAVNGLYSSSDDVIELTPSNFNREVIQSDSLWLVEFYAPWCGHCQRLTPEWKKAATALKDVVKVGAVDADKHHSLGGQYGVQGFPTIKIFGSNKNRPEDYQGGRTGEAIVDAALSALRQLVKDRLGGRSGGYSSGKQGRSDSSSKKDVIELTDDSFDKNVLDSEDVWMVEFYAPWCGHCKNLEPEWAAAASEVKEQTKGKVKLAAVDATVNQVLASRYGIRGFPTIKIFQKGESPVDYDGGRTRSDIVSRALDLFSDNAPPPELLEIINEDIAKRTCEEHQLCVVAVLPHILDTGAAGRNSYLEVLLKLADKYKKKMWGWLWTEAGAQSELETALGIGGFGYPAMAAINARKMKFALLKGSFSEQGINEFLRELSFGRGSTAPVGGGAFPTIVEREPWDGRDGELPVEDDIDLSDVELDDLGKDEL
ARNT TACC3 PPI: disruptors of human ARNT/TACC3 interaction | AlphaScreen His-ARNT PAS-B/GST-TACC3 binding, luminescence; TACC3 fragment carries E629A point mutation | inhibition, % at 9.99 µM | Q9Y6A5 | 390,000 compounds, 0.66% hits | AID 623870;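 active = mean inhibition of replicates at least 50% and at least half of replicates each reaching 50%; inconclusive = half or more replicates reach 50% but mean below 50%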;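 note: 0% = complete ARNT plus TACC3 wells and 100% = ARNT alone without TACC3; many hits fall short of the cut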
E-selectin induc: induces E-selectin expression in human endothelial cells; HUVEC E-selectin immunofluorescence imaging; normalized: neutral wells 0, TNF-alpha wells 100; activation, % at 7.58 µM; 260,000 compounds, 0.37% hits;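 active = mean E-selectin-positive cell signal at least 10% of the positive control, reached in at least 60% of replicates, without over 20% cell loss; inconclusive = no rule given, readout overlaps actives, possibly toxicity-flagged; inactive = the rest, including those meeting only one limit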;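 note: in these data hits start at about 27%; measured in HUVEC primary endothelial cells; signal is the percent of cells scored E-selectin positive by PE staining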
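Test system: HUVEC | Signal: Immunofluorescence imaging | Read-out: Percent E-selectin-positive cells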
esBAF inh: SWI/SNF esBAF complex inhibition; mouse ES cells, Bmi1-luciferase knock-in reporter, 24 h; 100% = twice the neutral-well signal; reporter increase, % at 12.5 µM; 350,000 compounds, 2% hits; AID 602393; in the data active = activation above about 40%; inconclusive = no clear call, values can overlap the other calls;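 note: 0% = median of the plate's neutral control wells and 100% = double that signal; a rise in the Bmi1 reporter signal indicates esBAF inhibition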
RAD52 anneal inh: blocks human RAD52 DNA annealing. P43351. recombinant RAD52 DNA annealing, FRET fluorescence. inhibition, % at 18.7 µM. 360,000 compounds, 0.46% hits;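 active = every replicate showing at least 50% inhibition; inconclusive = mean inhibition at least 50% but not in every replicate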
Target sequence (P43351 whole entry, looked up): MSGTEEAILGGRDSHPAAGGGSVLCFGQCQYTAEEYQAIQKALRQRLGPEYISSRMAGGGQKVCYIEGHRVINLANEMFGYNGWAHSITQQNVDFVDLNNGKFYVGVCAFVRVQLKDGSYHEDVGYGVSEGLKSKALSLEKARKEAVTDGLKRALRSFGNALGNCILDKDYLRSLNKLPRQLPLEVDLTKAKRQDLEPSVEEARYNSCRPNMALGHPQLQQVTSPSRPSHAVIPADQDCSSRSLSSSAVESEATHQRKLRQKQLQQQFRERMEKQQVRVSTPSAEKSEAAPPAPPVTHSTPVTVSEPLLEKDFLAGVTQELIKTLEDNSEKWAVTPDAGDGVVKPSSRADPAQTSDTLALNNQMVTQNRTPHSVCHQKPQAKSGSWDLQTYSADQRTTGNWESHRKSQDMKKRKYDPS
CASP6 VEID inh: inhibitors of human caspase-6 | P55212 | purified caspase-6, Z-VEID-R110 cleavage fluorescence | inhibition, % at 12.5 µM | 350,000 compounds, 0.53% hits | AID 686996;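 active = mean inhibition across replicates at least about 35%, with every replicate also reaching that limit, limit read from the data; inconclusive = only one of the two criteria met; inactive = neither criterion met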;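 note: 0% = median of neutral control wells and 100% = no fluorescence left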
RAD54 inh: RAD54 (human) branch migration inhibition. inhibition, % at 10.4 µM. 360,000 compounds, 0.14% hits. RAD54 Holliday junction branch migration, FAM/BHQ fluorescence. AID 602329;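 active = mean normalized replicate activity at least 40 and at least half of replicates scoring 40 or more; inconclusive = only one of the two criteria met; inactive = mean below 40 and under half of replicates reaching 40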;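 note: 0% = median of neutral control wells and 100% = median of positive control wells; inhibitors cause a drop in the FAM fluorescence signal; in these data hits start at about 50%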
Starred values were filed as active, the others as inactive; u = inconclusive; x = not tested or not shown; & = joins results of further samples.

Values run as follows: E-selectin induc	RAD52 anneal inh	RAD54 inh	ERp5 block	ARNT TACC3 PPI	CASP6 VEID inh	PglD inh	esBAF inh
CCCc1nnc(NC(=O)Cn2c(=O)sc3ccccc32)s1
    x	x	-8	x	-5	x	-6	-4
O=C(N/N=C/C=C/c1ccc2c(c1)OCO2)c1ccc([N+](=O)[O-])cc1
    x	x	-5	x	-42	x	9	-4
COCCN(CCOC)S(=O)(=O)c1ccc(C(=O)Nc2nnc(C)o2)cc1
    x	x	-8	x	57*	x	-6	-5
COc1ccc2c3c([nH]c2c1)[C@@H](CO)N(C(=O)C1CCC1)CC31CN(C(=O)NC(C)C)C1
    -0.3	-4	x	3	x	5	x	x
Cc1cccc(C)c1-n1nnnc1C1c2ccccc2C(=O)N1C1CC1 (centres undefined)
    -0.2	-8	x	4	x	-1	x	x
COc1ccc(C)cc1S(=O)(=O)N1CCCC(N2CCOCC2)C1 (centres undefined)
    0.0	-2	-9	1	-4	3	1	-4
CC1CC(CC(C)C(=O)Nc2nncs2)C(=O)O1 (centres undefined)
    x	x	-2	x	14	x	3	-11
COc1ccc(C(C(=O)NC2CCCCC2)N(Cc2cccnc2)C(=O)c2snc(C(N)=O)c2N)cc1 (centres undefined)
    0.2	-4	5	-2	5	-2	2	4
COc1cccc(NC(=O)C(C)(C)C)c1
    0.1	0	0	-11	-4	4	1	-2
O=C(Nc1cccc2nsnc12)C1CC(=O)N(c2ccccc2)C1 (centres undefined)
    x	x	-5	x	-8	x	3	0
O=C(N/N=C/c1ccc2cccc(OCc3ccccc3)c2n1)c1ccc(Cl)cc1
    x	x	-23	x	-13	x	-1	12
C[C@@H](NC(=O)C[C@H]1CC[C@H]2[C@H](COc3ccc(NS(=O)(=O)c4ccc(Cl)cc4)cc3C(=O)N2C)O1)c1ccccc1
    -0.1	4	0	-4	-15	1	2	3
CC(Oc1ccc2c(-c3ccccc3)cc(=O)oc2c1)C(=O)N[C@H](Cc1c[nH]c2ccccc12)C(=O)O (some centres undefined)
    x	-7	-9	-6	11	3	-1	1
O=C(O)[C@H]1[C@H](CO)[C@H]2Cn3c(ccc(/C=C/c4ccccc4)c3=O)[C@H]2N1C(=O)C1CCCC1
    -0.2	-23	x	-2	x	-2	x	x
Cc1[nH]c(=O)c(C#N)c2c1CSC(C)(C)C2
    x	x	-5	x	-3	x	7	-4
CCCS(=O)(=O)N1CCN(c2ccccc2F)CC1
    x	x	4	x	-8	x	7	1
COCCNC(=O)c1ccccc1NC(=O)c1ccccc1SC
    3.6	3	x	1	-7	-1	x	x
Cc1cccc(C(=O)NCC(=O)OCC(=O)N(C)CC(=O)Nc2ccccc2Cl)c1
    -0.3	-14	0	-2	5	3	-1	-4
C[C@H](O)C#Cc1cnc2c(c1)C(=O)N([C@H](C)CO)C[C@@H](C)[C@H](CN(C)Cc1cccc(C(=O)O)c1)O2
    0.7	-22	3	3	-2	-1	0	6
CCOC(=O)C(=CN=C(N)Nc1nc2ccccc2o1)C(=O)OCC
    x	-8	-1	0	7	2	1	37

Three of the entries above in order of their number in ARNT TACC3 PPI, falling.
canonical_smiles,RAD52 anneal inh,ERp5 block,ARNT TACC3 PPI,CASP6 VEID inh,PglD inh,esBAF inh
COc1ccc(C(C(=O)NC2CCCCC2)N(Cc2cccnc2)C(=O)c2snc(C(N)=O)c2N)cc1 (centres undefined),-4,-2,5,-2,2,4
COc1ccc(C)cc1S(=O)(=O)N1CCCC(N2CCOCC2)C1 (centres undefined),-2,1,-4,3,1,-4
O=C(Nc1cccc2nsnc12)C1CC(=O)N(c2ccccc2)C1 (centres undefined),x,x,-8,x,3,0

Sorted by SMILES length (rising): some entries from above.
Values run as follows: E-selectin induc	RAD52 anneal inh	RAD54 inh	ERp5 block	ARNT TACC3 PPI	CASP6 VEID inh	PglD inh	esBAF inh
CCCc1nnc(NC(=O)Cn2c(=O)sc3ccccc32)s1
    x	x	-8	x	-5	x	-6	-4
COc1ccc(C(C(=O)NC2CCCCC2)N(Cc2cccnc2)C(=O)c2snc(C(N)=O)c2N)cc1 (centres undefined)
    0.2	-4	5	-2	5	-2	2	4
C[C@H](O)C#Cc1cnc2c(c1)C(=O)N([C@H](C)CO)C[C@@H](C)[C@H](CN(C)Cc1cccc(C(=O)O)c1)O2
    0.7	-22	3	3	-2	-1	0	6

Returning to the listing, repeating the 2 entries before the break.
Values run as follows: E-selectin induc	RAD52 anneal inh	RAD54 inh	ERp5 block	ARNT TACC3 PPI	CASP6 VEID inh	PglD inh	esBAF inh
C[C@H](O)C#Cc1cnc2c(c1)C(=O)N([C@H](C)CO)C[C@@H](C)[C@H](CN(C)Cc1cccc(C(=O)O)c1)O2
    0.7	-22	3	3	-2	-1	0	6
CCOC(=O)C(=CN=C(N)Nc1nc2ccccc2o1)C(=O)OCC
    x	-8	-1	0	7	2	1	37
CCOC(=O)C1CCN(C(=O)COC(=O)CSc2ccccc2C)CC1
    -0.1	-10	10	-4	-3	-3	-2	x
Cc1ccc(-c2csc(=Nc3cccnc3)n2CCCn2ccnc2)cc1C
    x	-17	x	2	28	-3	x	x
CCn1c(NN)nc2sc3c(c2c1=O)CCC3
    x	x	5	x	16	x	-1	-4
CCOCCn1c(CN2CCOCC2)nc2c1c(=O)[nH]c(=O)n2C
    -0.1	-7	-18	6	-5	-1	-3	-4
Cc1ccc(-c2nc(CS(=O)(=O)CC(=O)N3CCN(C)CC3)c(C)o2)cc1
    -0.1	-10	x	6	3	-2	x	-7
CO[C@H]1CN(C)C(=O)c2cc(NS(=O)(=O)c3cn(C)cn3)ccc2OC[C@@H](C)N(CC2CC2)C[C@H]1C
    0.1	-2	6	-2	-4	0	-1	-1
O=C(OCc1c(-c2ccccc2)ncc2ccccc12)c1ccc(C(F)(F)F)cc1
    -0.1	-7	-8	1	-4	0	-1	-9
CN(C)/C(=N\S(=O)(=O)c1ccc(F)cc1)c1ccccc1
    x	5	5	1	1	-3	-2	-4
CC(=O)c1cccc(NC(=O)C2CCCCC2)c1
    x	x	-6	x	-3	x	-1	0
Cc1ccc2nc(NC(=O)COC(=O)CSc3nc(C)cc(C)n3)sc2c1
    x	x	4	x	21	x	-3	u
CC(C)CC#Cc1cnc2c(c1)C(=O)N([C@H](C)CO)C[C@H](C)[C@H](CN(C)Cc1ccccc1C(=O)O)O2
    -0.4	12	-4	37*	-6	0	-1	-2
COCC#Cc1cnc2c(c1)C(=O)N([C@@H](C)CO)C[C@@H](C)[C@@H](CN(C)C(=O)C1CCCCC1)O2
    0.2	-2	1	-3	5	1	-1	2
COc1cc(OC)c(OC)cc1CN1CCCC(C(=O)c2ccccc2SC)C1 (centres undefined)
    1.7	-2	x	-1	-15	4	x	x
CCOc1cc(/C=N/NC(=O)c2cccs2)cc([N+](=O)[O-])c1O
    x	-7	-2	5	21	0	0	4
Cc1occc1C(=O)N1CCCC(Nc2ccc(C(C)C)cc2)C1 (centres undefined)
    0.0	-9	6	5	x	1	3	4
CC(=O)N1[C@@H]2c3ccc(-c4ccccc4)c(=O)n3C[C@@H]2[C@@H](CO)[C@@H]1C(=O)N(C)C
    0.0	-12	-2	1	-9	-1	3	-4
C/C=C/c1cccc(-c2nc(C(=O)N3CCCCC3)cc3c2[C@@H](CCO)N(C(=O)NC(C)C)C3)c1
    0.1&0.0	-7&-10	x	7&1	x	0&0	x	x
COCCOC(=O)N1C(=O)[C@@]2(c3cc(C#Cc4ccc(OC)cc4)ccc31)[C@H](c1ccccc1OCCO)N1[C@H](c3ccccc3)[C@H](c3ccccc3)OC(=O)[C@H]1[C@@H]2C(=O)N1CCN(c2ncccn2)CC1
    x	-6	-6	1	-7	0	-1	x
O=C(CSc1nc2ccccc2c(=O)n1-c1ccccc1F)N1CCOCC1
    -0.2	-2	0	-2	-2	0	-7	-4
CC(C)(C)c1ccc(NC(=O)Nc2ccc(F)cc2)cc1
    x	-1	5	2	-2	0	4	x

Looked up above.
Cc1ccc2nc(NC(=O)COC(=O)CSc3nc(C)cc(C)n3)sc2c1 | RAD54 inh: 4
CC(=O)c1cccc(NC(=O)C2CCCCC2)c1 | PglD inh: -1

(more compounds)
Values run as follows: E-selectin induc	RAD52 anneal inh	RAD54 inh	ERp5 block	ARNT TACC3 PPI	CASP6 VEID inh	PglD inh	esBAF inh
COc1cccc(C#Cc2cnc3c(c2)C(=O)N([C@@H](C)CO)C[C@@H](C)[C@H](CN(C)C(=O)C2CC2)O3)c1
    2.4	4	-1	-3	-10	-1	-1	9
Cn1c(C(=O)NCCN2CCOCC2)cc2c(=O)n3ccccc3nc21
    x	-10	7	5	0	-1	-110	5
COc1ccc(C=O)cc1CN1CCCN(Cc2ccccc2F)S1(=O)=O
    0.0	-3	1	4	-1	4	1	-1
O=C(C1CC1)N1CCc2cc(Br)cc(S(=O)(=O)NCc3ccc4c(c3)OCO4)c21
    x	x	-10	x	-2	x	-1	-7
Cc1cc(C)c2nc(Cl)c(C3NC(=O)c4ccccc4N3)cc2c1 (centres undefined)
    0.1	8	x	4	29	2	x	x
Cc1ccnc(NS(=O)(=O)c2ccc(NC(=O)Cc3ccc(F)cc3)cc2)n1
    -1.7	-7	1	-3	6	1	-1	1
Cc1csc(NC(=O)CSCc2c(C)noc2C)n1
    x	2	-10	1	-1	-37	-8	5
Cc1ccc2[nH]c(=O)c(CN(Cc3ccco3)C(=O)c3ccncc3)cc2c1
    x	-25	1	-13	-3	2	0	9
O=[N+]([O-])c1cnn(-c2nc(-c3ccccc3)cc(C(F)(F)F)n2)c1
    2.5	-14	2	-8	1	4	1	4
Cc1ccc(C(=O)NS(=O)(=O)c2ccccc2)cc1
    x	-19	x	5	-30	-1	x	x
O=S1(=O)N=C(N(CCO)/N=C/c2ccncc2)c2ccccc21
    x	-14	-14	-1	72*	-3	8	-2
Cc1nnc(SCC(=O)N2CCc3ccccc3C2)n1-c1ccccc1
    x	x	-3	x	-4	x	-3	4
C[C@H]1CN([C@@H](C)CO)C(=O)Cc2cc(NC(=O)C3CCCCC3)ccc2O[C@H]1CN(C)S(=O)(=O)c1cccs1
    -0.3	14	-6	-5	-6	3	-2	1
O=C(Nc1ccccc1)c1cc(C2CCCCN2C(=O)OCCF)on1 (centres undefined)
    0.2	-12	-15	0	x	0	-2	25
CC(C)(C)C(=O)OCCn1c(=O)c2cc3c(=O)n(CCOC(=O)C(C)(C)C)c(=O)c3cc2c1=O
    x	x	7	x	-3	x	4	-3
OCC1(Cc2ccccc2)CCN(Cc2ccc(-c3ccco3)cc2)CC1
    x	-34	x	-3	9	0	x	x
